Compound activity deposited in PubChem BioAssay by several laboratories.
thrombin 1536: blocks human thrombin protease activity; alpha-thrombin, Boc-VPR-AMC fluorogenic substrate cleavage; hit rate 0.26% among 220,000; inhibition, % at 5 µM;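 active = inhibition at or above 40%; inactive = inhibition below 40%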;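 also: 0% = enzyme with no compound and 100% = wells without enzyme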
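Assay system: human alpha-thrombin enzyme. Reagent: Boc-VPR-AMC substrate, 15 µM final. Compound dosing: one concentration per compound, 5 µM, with 0.2% DMSO. Incubation: room-temperature reaction. Technique: AMC fluorescence, 355/460 nm. Measure: % inhibition relative to enzyme controls and enzyme-free blanks.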
FXIIa inh: inhibitors of human coagulation factor XIIa; P00748; purified FXIIa, Boc-QGR-AMC fluorogenic substrate, 2 h; inhibition, % at 5 µM; hit rate 0.3% among 220,000; AID 800; in the data active = inhibition above about 40%;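 also: 0% = enzyme with no compound and 100% = blank without enzyme; many of its hits are not listed in these tables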
hK5 inh: blocks human kallikrein 5 protease activity. Q9Y337. hit rate 0.59% among 210,000. recombinant hK5, fluorogenic AMC substrate cleavage. inhibition, % at 5 µM;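 active = inhibition of 40% or more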;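 also: 0% = enzyme controls without compound and 100% = no-enzyme blanks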
Target sequence (Q9Y337 67-293 limits assumed): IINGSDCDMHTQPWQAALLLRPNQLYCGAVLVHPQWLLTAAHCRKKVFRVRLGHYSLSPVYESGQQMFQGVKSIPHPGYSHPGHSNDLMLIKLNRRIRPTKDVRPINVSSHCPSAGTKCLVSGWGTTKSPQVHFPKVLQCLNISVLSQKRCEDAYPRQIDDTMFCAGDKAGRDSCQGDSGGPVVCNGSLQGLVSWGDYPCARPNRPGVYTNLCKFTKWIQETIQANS
Rad51 HR inh: blocks human Rad51 in homologous recombination; Q06609; hRad51 DNA strand exchange, fluorescence dequenching; inhibition, % at 10 µM; hit rate 0.085% among 200,000; AID 1385;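 active = inhibition above 40% at the single screening dose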;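 also: 0% = DMSO control wells and 100% = blanks with heterologous ssDNA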
Target sequence (Q06609 whole entry, looked up): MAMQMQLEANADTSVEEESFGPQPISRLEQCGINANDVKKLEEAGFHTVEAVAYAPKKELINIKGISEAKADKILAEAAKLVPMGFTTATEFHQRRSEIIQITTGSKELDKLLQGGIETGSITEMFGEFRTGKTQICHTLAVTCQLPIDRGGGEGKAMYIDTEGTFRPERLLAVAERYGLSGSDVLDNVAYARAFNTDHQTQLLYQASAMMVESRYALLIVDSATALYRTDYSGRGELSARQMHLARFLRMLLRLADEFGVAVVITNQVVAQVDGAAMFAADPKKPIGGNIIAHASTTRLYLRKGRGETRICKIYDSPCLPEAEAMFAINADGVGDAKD
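Test system – preformed human Rad51 ssDNA filaments · Reagent – Donor/quencher-labelled 47-bp dsDNA substrate · Incubation – 37 °C 15-min filament assembly, 30-min compound preincubation, 15-min exchange · Signal – FRET fluorescence dequenching, excitation 485 nm, emission 520 nm · Read-out – percent inhibition from fluorescence, normalised to plate control and blank means · Benchmarks – plate control and blank wells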
Cl transport mod: modulates chloride dependent transport by human KCC2 | Q9H2X9 | KCC2 cells, thallium flux FluoZin-2 fluorescence | B-score of Tl+ flux slope (higher = more flux/activation; lower = inhibition) at 10 µM | hit rate 2.2% among 190,000;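 active = thallium flux slope and its plate-corrected score both differing from the plate sample mean at a set confidence after two filtering rounds, in either direction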;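 also: slope of fluorescence scaled to starting intensity during 10 to 20 s after thallium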
zVAD death inh: L929 zVAD cell death inhibition; L929 zVAD necroptosis rescue, ATP luminescence, 24 h; with zVAD 60 µM; viability rescue, % at 10 µM; hit rate 0.38% among 220,000; AID 1377;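 active = activation, scaled between plate controls, above about 75%, limit read from the data; inactive = activation under that limit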;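 also: 0% = zVAD with DMSO and 100% = DMSO alone without zVAD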
FXIa inh: inhibitors of human coagulation factor XIa; purified FXIa, Boc-Glu-Ala-Arg-AMC fluorogenic substrate; P03951; inhibition, % at 5 µM; AID 798; hit rate 0.14% among 220,000;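 active = inhibition of at least 40%; inactive = inhibition below 40%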;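 also: fluorescence of freed AMC excited at 355 nm; 0% = enzyme without compound and 100% = no enzyme blank; many of its hits are not listed in these tables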
Hck-Nef inh: human Hck-Nef kinase inhibition. inhibition, % at 20 µM. P08631. AID 463187. hit rate 0.68% among 220,000. Recombinant Hck-YEEI plus Nef, Z-Lyte FRET kinase assay;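 active = Hck-Nef kinase inhibition above about 50%, limit read from the data; inactive = inhibition below that limit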;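 also: 0% = DMSO with Hck plus Nef and 100% = Hck alone without Nef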
Target sequence (P08631 whole entry, looked up): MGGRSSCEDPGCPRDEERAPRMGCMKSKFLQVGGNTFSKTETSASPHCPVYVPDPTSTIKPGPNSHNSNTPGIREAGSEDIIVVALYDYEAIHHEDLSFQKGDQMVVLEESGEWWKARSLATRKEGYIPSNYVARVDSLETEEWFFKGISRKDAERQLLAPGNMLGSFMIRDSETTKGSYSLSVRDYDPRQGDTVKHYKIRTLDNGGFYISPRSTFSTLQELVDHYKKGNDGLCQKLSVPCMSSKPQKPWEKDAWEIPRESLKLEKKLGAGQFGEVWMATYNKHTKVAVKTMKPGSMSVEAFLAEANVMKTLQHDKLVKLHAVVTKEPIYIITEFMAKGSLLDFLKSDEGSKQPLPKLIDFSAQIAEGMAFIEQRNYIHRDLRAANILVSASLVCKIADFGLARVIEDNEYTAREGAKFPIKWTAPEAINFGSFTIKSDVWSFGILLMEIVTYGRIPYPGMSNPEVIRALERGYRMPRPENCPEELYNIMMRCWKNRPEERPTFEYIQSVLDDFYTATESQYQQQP
TNF necrop inh: inhibitors of TNF-alpha induced necroptosis in Jurkat FADD-/- cells; Jurkat FADD-/- TNF necroptosis rescue, ATP luminescence, 24 h; 0 = TNF only, 100 = no-TNF cells; activation (protection from cell death), % at 10 µM; hit rate 0.068% among 220,000;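 active = activation, meaning protection from cell death, of at least 50% relative to plate controls; inactive = activation below 50%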;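 also: necroptosis triggered by 40 ng/mL TNF-alpha added together with compound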
The depositor's hits bear a star; nt = not tested or not shown. The list is partial, so the mix of outcomes need not match the whole.

Key to letters – A = thrombin 1536; B = FXIIa inh; C = hK5 inh; D = Rad51 HR inh; E = Cl transport mod; F = zVAD death inh; G = FXIa inh; H = Hck-Nef inh; I = TNF necrop inh
CCSc1nnc(CNc2ccc(F)cc2)n1CC1CCCO1 (stereo not drawn)
  A = 3; B = 20; C = 0; D = 1; E = -0.72; F = -0.2; G = -7; H = 2; I = 0.8

CCCn1c(SCC(=O)Nc2nnc(C)s2)nnc1-c1ccoc1C
  A = 2; B = 9; C = 9; D = -1; E = -1.2; F = -0.5; G = -15; H = 0; I = -0.7

COc1ccc(-c2cc(C(=O)Nc3cc(C)nn3-c3ccccc3)no2)cc1OC
  A = -4; B = -6; C = -24; D = 3; E = 0.22; F = 3.3; G = 2; H = -7; I = -1.0

Fc1ccccc1-c1nc(-c2ccc(Cl)cc2)no1
  A = nt; B = nt; C = nt; D = 0; E = 0.067; F = 0.1; G = nt; H = -4; I = 0.4

Cc1cc(NC(=O)CSc2ccc(-c3ccc(F)cc3)nn2)no1
  A = -4; B = 7; C = 1; D = 1; E = -5.2*; F = 4.9; G = -4; H = 23; I = 0.0

CC(C)NCc1nnc(-c2ccccc2Cl)o1
  A = 15; B = 33; C = 17; D = -25; E = 0.18; F = -3.2; G = 30; H = 15; I = 0.3

N#C/C(C(=O)NCc1ccccc1)=C1/N=C(NC(=O)c2ccco2)c2ccccc21
  A = -5; B = 9; C = -10; D = -40; E = -1.6; F = 0.2; G = 4; H = -5; I = -24

COc1cccc(CN2CCN(Cc3cccc4c3OCO4)CC2CCO)c1 (stereo not drawn)
  A = 0; B = 11; C = 2; D = -108; E = -0.12; F = 0.7; G = 1; H = 8; I = 1.3

C[C@](N)(Cc1ccc(O)c(O)c1)C(=O)O
  A = 0; B = 7; C = -2; D = 1; E = -0.0045; F = 1.3; G = 4; H = -6; I = 0.8

C=C(C)c1cccc(C(C)(C)NC(=O)N2CCN(c3ccccc3)CC2)c1
  A = -1; B = 10; C = -1; D = -8; E = 0.013; F = 0.9; G = 1; H = 7; I = -2.6

CC(=O)Nc1ccc(S(=O)(=O)N2CCSC2c2ccccc2)cc1 (stereo not drawn)
  A = -6; B = 3; C = -27; D = 1; E = -0.71; F = 2.1; G = -2; H = 0; I = -1.6

CSc1nnc([C@H](C)NC(=O)OC(C)(C)C)o1
  A = -8; B = 5; C = 2; D = -7; E = 1.4; F = -0.4; G = -22; H = 2; I = -1.1

CC(=O)N1CCc2cc(S(=O)(=O)NCCC(=O)NC3CCN(Cc4ccccc4)CC3)ccc21
  A = -4; B = 18; C = 14; D = -6; E = 0.0034; F = 0.9; G = 7; H = 2; I = -0.9

CC1=NNC(=O)C1CCC(=O)N/N=C/c1c(Cl)cccc1Cl (stereo not drawn)
  A = 1; B = 2; C = -7; D = 19; E = 2.1; F = 1.2; G = -5; H = -3; I = 0.1

COCCN(Cc1nc(-c2ccc(C(F)(F)F)cc2)no1)C(C)C
  A = -4; B = 7; C = -4; D = 1; E = 0.86; F = -0.1; G = -3; H = 7; I = 0.7

Nc1nc(SCc2c(F)cccc2Cl)[nH]c(=O)c1-c1ccccc1
  A = 6; B = 10; C = -4; D = -3; E = 1.1; F = -1.4; G = 3; H = 2; I = 0.5

C/C(=N\O)c1ccc2c3c([nH]c2c1)CCCC3
  A = -1; B = -9; C = -27; D = -8; E = nt; F = 7.1; G = -11; H = 1; I = -1.1

Cc1ccc(S(=O)(=O)NCCCC(=O)C=[N+]=[N-])cc1
  A = -3; B = -2; C = -7; D = 6; E = 0.095; F = -0.1; G = -10; H = 0; I = -3.4

FC(F)(F)c1cnc(Sc2nnc(-c3cccs3)n2CC2CCCO2)c(Cl)c1 (stereo not drawn)
  A = -1; B = 6; C = -4; D = 6; E = -0.078; F = -0.3; G = 1; H = 7; I = -2.9

O=C(OCCN1CCCCC1)c1ccc(Cl)cc1
  A = 3; B = 12; C = -11; D = 3; E = nt; F = 0.2; G = 3; H = 1; I = -0.2

O=C(c1ccccc1)c1ccc2c(c1)OCCOCCOCCOCCO2
  A = -6; B = 5; C = 2; D = nt; E = 0; F = 1.5; G = 4; H = 10; I = 2.3

COc1ccc(NC(=O)C2c3cc(OC)c(OC)cc3C(=O)N(C)C2c2cccnc2)cc1OC (stereo not drawn)
  A = 4; B = 2; C = -2; D = 5; E = nt; F = 1.0; G = 2; H = 1; I = -1.4

CC(=O)Nc1ccc(S(=O)(=O)Oc2cccc(N3C(=O)C4CCCCC4C3=O)c2)cc1 (stereo not drawn)
  A = 3; B = 17; C = 2; D = -5; E = -0.32; F = 0.5; G = 1; H = 0; I = -5.5

COc1ccc(NC(=O)Nc2ccc(Br)cn2)cc1
  A = -5; B = 4; C = -4; D = -2; E = 0.036; F = 79*; G = -6; H = -9; I = 8.6

COc1ccc2[nH]c(=O)c(-c3nnn(-c4ccccc4)n3)cc2c1
  A = -2; B = 8; C = 0; D = 9; E = -0.16; F = -0.8; G = 2; H = 2; I = -2.2

CC(C)CCNC(=O)c1cnn2c(C(F)(F)F)cc(-c3ccco3)nc12
  A = 1; B = 8; C = -14; D = 10; E = -1.2; F = 1.6; G = 4; H = 7; I = -2.7

COCCNC(=O)c1c[nH]c2cc(OC)c(OC)cc2c1=O
  A = -2; B = 16; C = -9; D = -4; E = -1; F = 0.9; G = 1; H = -2; I = -0.5

COc1ccc(-c2cc3ccccc3n2CC(O)CNCCO)cc1 (stereo not drawn)
  A = 4; B = 13; C = -36; D = 0; E = nt; F = 1.0; G = 2; H = 3; I = -7.5

Cc1cccc2c(C(=O)Nn3cnnc3)cc(-c3ccccc3Cl)nc12
  A = -2; B = -5; C = -15; D = -18; E = 0.18; F = -0.4; G = -5; H = 0; I = 0.3

CCCOc1ccc(N2C(=O)CC(N(CCc3ccc(S(N)(=O)=O)cc3)C(C)=O)C2=O)cc1 (stereo not drawn)
  A = 1; B = 15; C = -10; D = -4; E = 1.2; F = 0.3; G = 1; H = 1; I = -1.1

Nc1ccnn1-c1ccccc1
  A = 2; B = 7; C = 3; D = -4; E = 0.41; F = 0.2; G = 1; H = 27; I = 0.6

CCOC(=O)N1CCN(S(=O)(=O)c2ccc(OC)c(Cl)c2Cl)CC1
  A = -13; B = -22; C = -13; D = nt; E = 0.78; F = -0.5; G = -14; H = 6; I = 4.6

CC(C)CC(NC(=O)C1CCCCC1)C(=O)N1CCN(c2ccccn2)CC1 (stereo not drawn)
  A = 3; B = 14; C = -19; D = -1; E = -0.11; F = 0.2; G = 4; H = 1; I = -0.4

Cc1c(N/C(=N/S(=O)(=O)c2ccc(Cl)cc2)c2ccccc2)c(=O)n(-c2ccccc2)n1C
  A = -9; B = 2; C = -18; D = nt; E = -0.029; F = -1.0; G = 1; H = 3; I = 0.8

O=C(Nc1ccc(S(=O)(=O)N2CCCC2)cc1)c1cccnc1
  A = -11; B = 0; C = -24; D = 11; E = 1.2; F = -0.2; G = 1; H = 6; I = 0.8

Cc1ccc(/C=N/NC(=O)c2cccc([N+](=O)[O-])c2)o1
  A = 13; B = 10; C = 41*; D = -3; E = 5.5*; F = 0.7; G = 2; H = 0; I = 1.5

O=C(Nc1ccc2c(c1)OCO2)c1ccc(Br)c(S(=O)(=O)N2CCCC2)c1
  A = 1; B = 15; C = -28; D = -6; E = -1.4; F = 0.1; G = 3; H = 6; I = -6.7

CC(C)N1C(=O)c2ccccc2C1C(=O)NC1CCCCCC1 (stereo not drawn)
  A = -3; B = 11; C = -7; D = nt; E = 0.81; F = -0.1; G = -4; H = -2; I = -0.4

COc1ccc([N+](=O)[O-])cc1NC(=O)c1cn(-c2ccc(C)c(C)c2)c(=O)c2ccccc12
  A = 3; B = 6; C = -14; D = 1; E = -0.073; F = 0.0; G = 6; H = 5; I = 1.5

C=CCN1C=CC(=CC=C(C#N)C#N)C=C1
  A = -2; B = 13; C = 4; D = nt; E = -5.3; F = 0.7; G = 4; H = -4; I = 1.3

CC(C)c1cc(C(=O)N2CCCC(CCC(=O)N3CCN(c4ccccn4)CC3)C2)no1 (stereo not drawn)
  A = -10; B = 0; C = -5; D = nt; E = -2; F = -0.7; G = -4; H = 11; I = -2.9

COc1ccc(CNC(=O)c2cc(COc3c(F)cccc3F)on2)cc1OC
  A = -1; B = 8; C = nt; D = nt; E = nt; F = -0.1; G = 6; H = 19; I = 0.4

O=C(c1ccccc1Nc1ccc(SC(F)F)cc1)N1CCCCC1
  A = 1; B = -7; C = -16; D = 10; E = -0.68; F = -0.5; G = -10; H = 0; I = -2.4

Cc1cc(Nc2ccccc2Cl)n2nnnc2n1
  A = -9; B = 2; C = -20; D = -2; E = -0.037; F = -0.9; G = 3; H = -1; I = -3.6

O=C(Nc1nnc(CC(=O)N2CCOCC2)s1)C1COc2ccccc2O1 (stereo not drawn)
  A = 0; B = 10; C = 5; D = 7; E = nt; F = 0.4; G = -1; H = -1; I = 0.1

COc1ccc(OCC(=O)N/N=C(/C)Cc2ccccc2)cc1
  A = -6; B = 8; C = -17; D = 0; E = -0.55; F = 0.2; G = 4; H = 4; I = 0.8

COc1nc(-c2ccccc2)cc(C(F)(F)F)n1
  A = -9; B = 2; C = -22; D = 3; E = -0.55; F = -0.8; G = -6; H = -7; I = -0.8

COc1ccc(CNC(=O)CCCc2ccccc2)cc1
  A = -7; B = 6; C = -16; D = nt; E = -2.7; F = 0.1; G = -3; H = 3; I = 0.9

Cc1cc(C)cc(NC(=O)c2ccc(NC(=O)C3C4CC5OC(=O)C3C5C4)cc2)c1 (stereo not drawn)
  A = 6; B = 1; C = -17; D = 3; E = 0.17; F = 6.9; G = -2; H = 2; I = 1.8

O=C(Nc1ccc(F)cc1)c1cc(S(=O)(=O)N2CCCCC2)cs1
  A = -3; B = -5; C = 1; D = -5; E = 0.66; F = 0.1; G = -6; H = 1; I = -4.8

Next section.
Key to letters – A = thrombin 1536; B = FXIIa inh; C = hK5 inh; D = Rad51 HR inh; E = Cl transport mod; F = zVAD death inh; G = FXIa inh; H = Hck-Nef inh; I = TNF necrop inh
O=C(CCSc1ccc(Cl)cc1)N1CCOCC1
  A = 0; B = 12; C = -11; D = 6; E = 0.0054; F = -0.2; G = 3; H = -6; I = -1.2

O=C(C1CCCN(Cc2cccs2)C1)N1CCCCCC1 (stereo not drawn)
  A = -1; B = 19; C = 2; D = -2; E = nt; F = 0.3; G = 8; H = 8; I = 0.8

S=C(c1ccc(Br)cc1)N1CCN(Cc2ccccc2)CC1
  A = -3; B = 11; C = -4; D = 0; E = -2.2; F = 0.0; G = 5; H = 0; I = -0.3

CN(CC(CC(=O)O)c1ccccc1)S(=O)(=O)c1ccc(Br)cc1 (stereo not drawn)
  A = -6; B = 10; C = -31; D = -4; E = 0.023; F = 0.1; G = 3; H = 0; I = -0.8

CC(=O)NCc1ccc(C(=O)O)cc1
  A = 6; B = 7; C = 1; D = nt; E = 0.01; F = -0.2; G = 0; H = 25; I = 0.2

Cc1ccccc1NC(=S)NNC(=O)c1cccnc1
  A = -2; B = 10; C = -8; D = nt; E = 0.55; F = 0.5; G = -1; H = 5; I = 0.5

Cl transport mod: entries above that show a hit.
canonical_smiles | thrombin 1536 | FXIIa inh | hK5 inh | Cl transport mod | FXIa inh | Hck-Nef inh
Cc1cc(NC(=O)CSc2ccc(-c3ccc(F)cc3)nn2)no1 | -4 | 7 | 1 | -5.2* | -4 | 23
Cc1ccc(/C=N/NC(=O)c2cccc([N+](=O)[O-])c2)o1 | 13 | 10 | 41* | 5.5* | 2 | 0
